STEP inh: STEP (human) phosphatase inhibition; P54829; recombinant STEP, OMFP fluorogenic substrate, fluorescence; inhibition, % at 20 µM; 360,000 compounds, 0.25% hits;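 active means inhibition at 20 µM, scaled per plate between control wells, above about 37%, limit read from the data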;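 further: 0% = DMSO with enzyme and substrate and 100% = substrate only without enzyme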
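System: STEP phosphatase, cell-free reaction; Buffer or medium: Bis-Tris pH 6.0 buffer with DTT, detergent; Incubation: 20 min at room temperature, dark; Measured by: fluorescence, 480/540 nm.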
LMPTP block: LMPTP (human) inhibition | P24666 | recombinant LMPTP-A, OMFP fluorogenic substrate, fluorescence intensity | inhibition, % at 20 µM | 360,000 compounds, 0.22% hits | AID 651560;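 active means compounds that cut the enzyme signal by at least half of the control window in the single-dose screen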;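 further: plate controls were DMSO wells with enzyme plus substrate for no effect and substrate without enzyme for full effect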
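Assay system: LMPTP-A phosphatase enzyme | Input: 0.625 nM enzyme | Also added: Fluorogenic phosphatase substrate OMFP at 400 µM final | Compound dosing: One test concentration per compound, 20 µM, with 3% DMSO overall | Schedule: 50 min enzyme reaction at room temperature, protected from light | Signal: Fluorescence intensity | Benchmarks: no-enzyme and uninhibited controls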
CSN deneddyl inh: inhibitors of human CSN-mediated cullin deneddylation; 360,000 compounds, 0.38% hits; inhibition, % at 12.5 µM; Purified CSN, SCF-Nedd8-OG deneddylation, fluorescence polarization; AID 651999;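 active means pattern-corrected inhibition above about 35%, with an unprinted fluorescence ratio check between 0.5 and 1.5, limit read from the data, passing the limit was not always enough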;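 further: 0% = enzyme with substrate and 100% = substrate without enzyme; some results filed as inactive read as strong as hits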
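Assay system: Purified human Csn5 enzyme expressed in HEK293T cells | Amount: Enzyme 0.24 nM | Measured by: Fluorescence polarization readout | Medium: Tris/NaCl/DTT buffer, pH 7.5 | Compound dosing: One concentration, 12.5 µM, 0.25% DMSO | Times: 90 min incubation of compound, enzyme and substrate at room temperature | Control set: no-enzyme wells high, enzyme-with-substrate wells low | Read-out: % inhibition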
PABP1 MLLE inh: blocks PAM2 peptide binding to the PABP1 MLLE domain | P11940 | GST-MLLE / FITC-PAM2 fluorescence polarization | inhibition, % at 20 µM | 360,000 compounds, 0.36% hits | AID 588489; in the data active means inhibition above about 35%, passing the limit was not always enough;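 further: plate controls were DMSO wells with GST-MLLE for no effect and wells lacking GST-MLLE protein for full effect; some results filed as inactive read as strong as hits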
Target sequence (P11940 whole entry, looked up, the tested form may be a part): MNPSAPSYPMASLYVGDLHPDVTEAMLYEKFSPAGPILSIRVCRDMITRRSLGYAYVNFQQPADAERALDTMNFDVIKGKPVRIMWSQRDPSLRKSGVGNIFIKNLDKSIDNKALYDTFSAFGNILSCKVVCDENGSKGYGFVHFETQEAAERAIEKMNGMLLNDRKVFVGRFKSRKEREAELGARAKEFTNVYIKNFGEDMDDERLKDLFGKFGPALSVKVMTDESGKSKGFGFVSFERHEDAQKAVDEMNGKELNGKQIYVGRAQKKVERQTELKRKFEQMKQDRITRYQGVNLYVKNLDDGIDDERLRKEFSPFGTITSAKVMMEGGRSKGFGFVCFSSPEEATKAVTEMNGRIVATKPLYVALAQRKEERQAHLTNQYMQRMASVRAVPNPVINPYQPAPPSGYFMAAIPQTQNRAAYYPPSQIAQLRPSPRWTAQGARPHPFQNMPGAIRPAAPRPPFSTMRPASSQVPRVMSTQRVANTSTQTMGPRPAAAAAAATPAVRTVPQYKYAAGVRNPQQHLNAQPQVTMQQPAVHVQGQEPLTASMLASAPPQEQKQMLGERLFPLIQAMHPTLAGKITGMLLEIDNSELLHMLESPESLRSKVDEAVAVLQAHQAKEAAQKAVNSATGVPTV
DNMT1 inh: DNMT1 (human) enzyme inhibition; P26358; DNMT1 molecular beacon, Hinp1I cleavage, fluorescence; inhibition (reported as % activation of signal), % at 10 µM; 360,000 compounds, 0.83% hits; in the data active means inhibition above about 50%
Scp1 inh: Scp-1 (human) phosphatase inhibition; Q9GZU7; AID 493091; Recombinant Scp1, phosphopeptide, malachite green phosphate absorbance; inhibition, % at 20 µM; 340,000 compounds, 0.88% hits;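 active means inhibition above about 50% at 20 µM, limit read from the data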;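 further: plate controls were DMSO wells with enzyme for no effect and wells lacking enzyme for full effect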
Target sequence (Q9GZU7 76-261 limits assumed): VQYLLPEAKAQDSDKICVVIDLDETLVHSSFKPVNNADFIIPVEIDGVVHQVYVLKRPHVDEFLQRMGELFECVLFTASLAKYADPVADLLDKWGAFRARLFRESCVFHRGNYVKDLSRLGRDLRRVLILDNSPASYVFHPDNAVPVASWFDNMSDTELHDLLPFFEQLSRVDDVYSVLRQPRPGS
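System: truncated SCP-1 phosphatase (76-261aa); medium: Tris acetate buffer pH 5.5 with MgCl2 and Tween-20; incubation: 45 min room-temperature reaction, 5 min colour, 30 min stabiliser; compound: single 20 µM dose, 1% DMSO; reagent: Phosphorylated 17-residue peptide substrate; read-out: % inhibition at 20 µM; technique: colorimetric free-phosphate detection, absorbance 630 nm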
Rpn11 block: inhibitors of human proteasome Rpn11. human 26S proteasome, Ub4-pepOG fluorescence polarization; 20S core pre-blocked with epoxomicin. 360,000 compounds, 0.59% hits. AID 588493. O00487. calls only at 20 µM;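 active means inhibition at 20 µM, scaled to each plate's controls, above about 33%, limit read from the data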
NadD block: NadD (S. aureus) enzyme inhibition; purified NadD enzyme, colorimetric absorbance read-out; 360,000 compounds, 0.78% hits; inhibition, % at 20 µM; AID 602399; in the data active means inhibition above about 26%; further: some compounds past the cut are filed as inactive
SUMO1-SIM PPI: modulators of human SUMO1-mediated protein-protein interactions; 360,000 compounds, 0.33% hits; inhibition, % at 20 µM; AID 602429; SUMO1 binding to a labelled peptide, TR-FRET, 1 h; P63165; in the data active means inhibition above about 37%
Target sequence (P63165 whole entry, looked up): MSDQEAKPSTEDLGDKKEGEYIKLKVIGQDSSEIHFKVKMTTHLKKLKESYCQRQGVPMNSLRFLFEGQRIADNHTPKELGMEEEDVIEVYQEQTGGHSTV
TbMetRS inhib: Trypanosoma brucei MetRS inhibition | purified T. brucei MetRS, ATP depletion, Kinase-Glo luminescence | inhibition, % at 11.9 µM | 360,000 compounds, 0.4% hits;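 active means inhibition above a per-plate cutoff of the control wells' mean inhibition plus 3 SD, cut at about 5.5% in these data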;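 further: 0% = DMSO wells median and 100% = median of wells with control inhibitor compound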
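Material: T. brucei methionyl-tRNA synthetase, purified; reagent: substrates ATP, L-methionine and bulk Escherichia coli tRNA; dosing: 11.9 µM single point; timing: 15 min plus 2 h at 25 °C; detection: luminescence of leftover ATP; evaluation: % inhibition; control set: DMSO-only wells as low control; replicates: singlicate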
Numbers without * were called inactive; i = inactive; nt = not tested or not shown.

STEP inh	LMPTP block	CSN deneddyl inh	PABP1 MLLE inh	DNMT1 inh	Scp1 inh	Rpn11 block	NadD block	SUMO1-SIM PPI	TbMetRS inhib	compound
1.1	-0.6	4.1	-3.1	1.5	-3.9	i	-1.5	-0.5	-0.6	COc1cc(OC)cc(C(=O)NCCC(=O)NCCc2ccc(OC)c(OC)c2)c1
-2.0	-0.5	-3.9	-14.7	0.2	17.6	i	16.0	-4.9	-0.8	O=C(COc1cc2oc(=O)c3c(c2cc1Cl)CCCC3)N1C[C@H]2C[C@@H](C1)c1cccc(=O)n1C2
3.0	2.8	5.0	16.4	-47.2	0.3	i	-11.4	5.6	0.2	C=CCn1c(N)c(C(=O)Nc2cccc(C)c2)c2nc3ccccc3nc21
1.3	3.2	4.7	3.9	-6.6	nt	i	-7.3	-2.2	-0.2	CC1(C(=O)Nc2cnc3ccccc3c2)CCN1Cc1ccc2ccccc2c1 (stereo not drawn)
2.8	1.2	2.8	-68.4	0.5	0.1	i	0.6	0.1	0.4	COc1ccccc1CNC(=S)NCc1ccc(F)cc1
2.3	-1.5	-0.7	-0.6	5.8	nt	i	-3.1	5.8	0.2	O=C(C[C@H]1C[C@@H]2c3cc(NS(=O)(=O)c4ccccc4)ccc3O[C@@H]2[C@H](CO)O1)N1CCOCC1
-0.7	0.5	-2.0	-9.3	0.4	-4.8	i	-1.8	1.9	0.3	COc1cc(C)c(C#N)c(OC)n1
-0.7	-0.3	-0.4	4.7	8.8	3.0	i	-1.7	-23.9	0.5	O=C1Nc2ccccc2C1=Nc1ccc(Br)cc1
-2.5	-2.0	-4.5	14.1	1.9	-6.7	i	-6.6	-2.2	0.4	CC(C)(C)CC(C)(C)NCC(O)COc1ccc2c(c1)CCC2 (stereo not drawn)
1.3	-1.0	2.4	-1.9	-1.6	-7.3	i	2.1	-1.3	-0.2	Nn1c(Cc2ccccc2)nc2ccccc2c1=O
0.7	-0.9	0.5	-10.8	-0.8	-5.8	i	-1.2	6.3	0.0	Cc1cccc(C)c1NC(=O)C1CCCN1S(=O)(=O)c1ccccc1 (stereo not drawn)
0.8	-1.2	-1.5	-8.7	-0.5	-11.7	i	-2.5	1.4	0.1	O=C(O)CN(CC(=O)O)CC(=O)O
1.0	1.2	3.4	-8.7	-1.5	-5.2	i	1.7	-10.4	-0.4	CCCCC/C=C/C1=CC(=O)C[C@H](c2ccc(OC)cc2)C1
0.7	-0.4	-3.5	-2.9	-1.8	6.8	i	-1.0	-4.2	0.0	CCCCC(=O)NCCNC(=O)c1cc(OCC(F)(F)F)ccc1OCC(F)(F)F
-0.8	-1.1	-7.1	0.4	1.2	nt	i	-5.8	4.4	-0.1	Cc1ccc(NC(=O)c2ccc3c(c2)CCN3S(C)(=O)=O)cc1
7.0	2.2	4.9	-2.8	-6.7	-8.0	i	1.0	-8.4	-0.1	Cc1ccc2c(c1)c1c3n2CCCNC3CCC1 (stereo not drawn)
0.5	2.0	2.6	-35.0	-3.2	5.7	i	13.7	11.5	-0.8	COc1cc2cc(CN(CCN3CCCC3)C(=O)Nc3ccccc3Cl)c(=O)[nH]c2cc1OC
1.4	0.4	3.1	11.3	-1.9	-4.9	i	-0.3	3.0	0.5	COc1ccccc1NC(=O)CSc1nc2ccccc2c(=O)n1CCNC(C)=O
-3.6	-1.4	2.8	8.4	3.2	4.6	i	1.8	-0.1	-0.7	CCCCCC(=O)Nc1ccc(S(=O)(=O)Nc2ccc(Cl)nn2)cc1
0.7	3.8	15.7	-18.5	-5.3	-5.9	i	3.9	-1.9	-0.8	Clc1ccc(-c2cc3ccccc3nc2N2CCCC2)cc1
0.7	0.3	-0.9	15.5	-0.7	-12.0	i	-10.3	-1.1	-0.2	COc1ccccc1C(=O)COC(=O)c1ccc(Cl)nc1
0.3	1.9	-0.1	-8.2	-1.8	-1.3	i	1.9	-32.9	0.1	NC(=O)CC(NC(=O)c1ccccc1)c1ccc(NCc2ccc(F)cc2)c([N+](=O)[O-])c1 (stereo not drawn)
3.0	-1.3	0.5	-6.7	-2.1	-6.0	i	-3.6	-0.5	-0.4	CCCCN(C)C(=O)CCCCn1c(=O)[nH]c2cc(OCC)c(OCC)cc2c1=O
3.4	3.0	-1.9	-1.7	-5.1	-11.7	i	-6.3	-5.0	-0.1	CCOC(=O)c1sc(-c2ccccc2)cc1NC(=O)c1ccc(S(=O)(=O)N(CCOC)CCOC)cc1
-2.9	-1.0	-4.6	12.2	-0.2	-6.0	i	-1.0	-1.5	-0.2	C=CCn1c(SCC(=O)NC2CCCC2)nnc1-c1ccncc1
-1.0	-0.3	-1.4	-10.8	2.0	-1.1	i	1.5	-2.8	-0.3	CNC(=O)C1CC(=O)N(c2ccc(OCC(=O)Nc3ccc(OC)cc3)cc2)C1 (stereo not drawn)
-0.8	-1.1	1.5	-4.6	1.3	-1.1	i	-3.3	-0.1	-0.3	Cc1cc(OC(C)C(=O)NCC(O)c2ccccc2)c2c(C)cc(=O)oc2c1 (stereo not drawn)
-0.3	-0.7	-0.8	2.7	1.1	-5.7	i	0.6	-1.8	0.2	CCOC(=O)C1=C(CS(=O)(=O)c2ccc(F)cc2)NC(=O)NC1c1cc(OC)c(O)c(OC)c1 (stereo not drawn)
0.9	2.2	3.0	1.4	-1.6	-16.5	i	2.0	-4.1	0.2	Cc1ccccc1NC1=C(C(=O)c2ccccc2)N(C)S(=O)(=O)c2ccccc21
1.0	0.2	-1.1	-3.0	-4.6	5.7	i	-2.5	4.1	-0.1	COc1cc(C(=O)Nc2ccc3c(c2)OCO3)ccc1-n1cnnn1
-3.0	0.7	-0.3	-3.2	0.0	-9.4	i	-0.6	-0.2	-1.0	CCOC(=O)c1c(NC(=O)CSc2nncs2)sc(C)c1C
-0.1	-0.4	-0.8	-5.9	1.1	nt	i	-0.8	-2.0	-0.3	O=C(COC(=O)c1ccccc1)NCC1COc2ccccc2O1 (stereo not drawn)
-2.6	0.6	2.4	9.3	2.1	-1.1	i	-2.0	-2.0	-0.3	Cc1cc(Br)ccc1OCc1nc(-c2cccnc2)no1
1.7	-1.0	-6.3	9.9	5.7	0.4	i	-1.5	0.6	0.3	Cc1csc(NC(=O)CSc2nc3nc(C)cc(C)n3n2)n1
-0.4	-1.8	3.1	6.8	1.2	-6.0	i	-7.9	2.7	-0.6	O=C(NNC1CC(=O)N(c2ccccc2)C1=O)c1ccc(COc2ccccc2Cl)o1 (stereo not drawn)
-2.8	-1.2	-1.7	-73.3	1.0	-4.9	i	-0.1	-5.0	-1.2	Cc1noc(C)c1CSc1nnc(-c2ccccc2)n1Cc1ccco1
1.6	0.0	1.6	-3.2	-2.1	-4.5	i	-1.6	-42.3	-0.1	CN(C)/C=C/C(=O)c1ccc([N+](=O)[O-])c(CS(=O)(=O)c2ccc(Cl)cc2)c1
-0.3	-1.0	1.9	-11.8	2.4	-5.8	i	-3.7	2.3	-0.6	COc1ccc(NC(=O)N2CCCC(C(=O)Nc3cccc(C)c3C)C2)cc1 (stereo not drawn)
-3.3	0.9	-2.1	-0.6	4.3	nt	i	1.5	0.4	-1.2	COc1ccc(-c2ccc(CN3C(CC(C)C)C(=O)N(Cc4cn(CCC5OCCO5)nn4)CCS3(=O)=O)cc2)cc1OC (stereo not drawn)
-1.6	-2.9	-0.6	1.4	-0.7	-10.8	i	0.7	1.1	-0.2	Cc1nn(CCOc2ccccc2)c(=O)n1-c1ccc(F)cc1
-0.9	-0.7	-1.8	11.4	0.8	-6.6	i	-5.3	2.0	-0.2	CC1CCC/C(=N/Nc2nc3ccccc3s2)C1 (stereo not drawn)
-1.2	1.1	-7.2	0.1	-1.6	-0.7	i	-6.6	-2.8	-1.0	Cc1ccc(NC(=O)CC2NCCNC2=O)cc1Cl (stereo not drawn)
-2.3	-2.7	1.7	-3.8	-0.5	-4.8	i	-0.1	-2.0	-0.6	O=C(CCl)NN1C(=O)NC(c2ccccc2)(c2ccccc2)C1=O
-0.2	0.3	-4.2	8.1	2.1	0.3	i	0.5	1.8	0.7	Cn1cnc(S(=O)(=O)N2CCN(c3ccc(Cl)cc3)CC2)c1

Complete entries, looked up by structure:
Listed for O=C(CCl)NN1C(=O)NC(c2ccccc2)(c2ccccc2)C1=O → STEP inh: -2.3; LMPTP block: -2.7; CSN deneddyl inh: 1.7; PABP1 MLLE inh: -3.8; DNMT1 inh: -0.5; Scp1 inh: -4.8; Rpn11 block: i; NadD block: -0.1; SUMO1-SIM PPI: -2.0; TbMetRS inhib: -0.6
Listed for Cc1csc(NC(=O)CSc2nc3nc(C)cc(C)n3n2)n1 → STEP inh: 1.7; LMPTP block: -1.0; CSN deneddyl inh: -6.3; PABP1 MLLE inh: 9.9; DNMT1 inh: 5.7; Scp1 inh: 0.4; Rpn11 block: i; NadD block: -1.5; SUMO1-SIM PPI: 0.6; TbMetRS inhib: 0.3

Bioassay records from PubChem.
